From PubChem
NPC1 promoter act – qHTS Assay for NPC1 Promoter Activators; Huh7 NPC1 promoter luciferase reporter, 24 h; Potency, µM (top dose mostly 9.22 µM), inactives show at the highest dose activation, most hits filed as activators; actives 2.4% (n = 320,000); AID 485313, 2010;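 also: % of control where 0% means no effect; nearly all actives have a fitted effect of over 60% in size; reporter is driven by a mutant NPC1 promoter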
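Luciferase expression driven by the NPC1 promoter was measured in stably transfected Huh7 cells after a 24 h compound incubation, using a luciferase reagent and a luminescence read.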
RORg inh – qHTS for inhibitors of ROR gamma transcriptional activity; Nuclear receptor ROR-gamma (Mus musculus), P51450; Drosophila S2 Gal4-RORgamma UAS-luciferase reporter, 20 h; Potency, µM (series often up to 53.6 µM), for inactives: at the highest dose activity change, negative = inhibition, most hits filed as inhibitors; actives 5.4% (n = 310,000); also: % is scaled to controls: 0 for no effect and ±100 for the full control effect; nearly all actives have a fitted effect of over 60% in size
Target sequence (P51450 whole entry, looked up, the tested form may be a part): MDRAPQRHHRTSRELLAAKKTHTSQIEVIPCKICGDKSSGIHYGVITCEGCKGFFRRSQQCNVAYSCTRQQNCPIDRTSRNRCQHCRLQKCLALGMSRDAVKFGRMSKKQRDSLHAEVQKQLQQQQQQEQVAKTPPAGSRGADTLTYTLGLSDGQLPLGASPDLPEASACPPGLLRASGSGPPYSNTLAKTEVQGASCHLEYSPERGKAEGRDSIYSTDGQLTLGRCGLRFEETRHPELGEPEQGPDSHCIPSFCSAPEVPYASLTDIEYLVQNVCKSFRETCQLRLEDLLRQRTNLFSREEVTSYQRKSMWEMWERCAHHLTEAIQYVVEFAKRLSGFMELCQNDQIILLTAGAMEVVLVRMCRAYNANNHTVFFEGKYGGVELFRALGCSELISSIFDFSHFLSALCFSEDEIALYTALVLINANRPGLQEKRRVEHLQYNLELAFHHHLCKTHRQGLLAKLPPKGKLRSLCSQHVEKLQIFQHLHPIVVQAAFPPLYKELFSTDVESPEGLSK
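Read-out: Photinus luciferase luminescence; inhibitors lower reporter signal. Insect Schneider cells with Gal4-ROR gamma fusion under metallothionein promoter, UAS reporter; 700 uM final copper sulfate induction, 20 hr, ambient temperature.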
ELG1 genotox – qHTS screen for small molecules that induce genotoxicity in human embryonic kidney (HEK293T) cells expressing luciferase-tagged ELG1. HEK293T ELG1-luciferase reporter, luminescence, 16 h. Potency, µM (doses to about 46 µM), without a hit: top-dose activity change, positive = activation, hits mostly activators. actives 1.3% (n = 330,000); also: % of control where 0% means no effect; nearly all actives have a fitted effect of over 60% in size
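After overnight (16 hr) compound treatment at 37 °C, ELG1-luciferase HEK293T cells were lysed with ONE-Glo; luminescence quantified 30 min later at room temperature.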
MBNL1-CUG inh – qHTS Assay for Inhibitors of MBNL1-poly(CUG) RNA binding | Muscleblind-like protein 1 (Homo sapiens), Q9NR56 | TR-FRET MBNL1-His/biotin-(CUG)12 binding, 665/545 ratio | Potency, µM (series often up to 57.5 µM), for inactives: top-dose activity change, negative = inhibition, hits mostly inhibitors | actives 0.036% (n = 280,000) | AID 2675, 2010; active = well fitted inhibition curve with a large enough effect in the signal ratio, with a control signal flat, not every such curve was filed as active; inconclusive = small, poorly fitted or top-dose-only effect, or effect the other way, or a change in a side signal; inactive = no such curve, though single readings can be large or run the other way; the % refers to the signal ratio; also: % is scaled to controls: 0 for no effect and ±100 for the full control effect
Target sequence (Q9NR56 whole entry, looked up): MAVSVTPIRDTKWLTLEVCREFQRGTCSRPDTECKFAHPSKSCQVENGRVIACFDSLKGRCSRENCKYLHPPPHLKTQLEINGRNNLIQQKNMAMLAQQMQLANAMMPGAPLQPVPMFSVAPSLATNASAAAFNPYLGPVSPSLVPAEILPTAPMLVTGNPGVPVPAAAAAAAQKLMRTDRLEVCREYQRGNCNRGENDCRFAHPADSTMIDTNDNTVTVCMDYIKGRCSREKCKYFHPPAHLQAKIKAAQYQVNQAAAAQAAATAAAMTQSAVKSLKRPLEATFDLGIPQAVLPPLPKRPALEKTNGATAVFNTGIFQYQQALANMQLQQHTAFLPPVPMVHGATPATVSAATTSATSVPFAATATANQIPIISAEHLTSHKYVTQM
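Ratiometric TR-FRET (665 over 545 nm, excitation 340 nm) tracks disruption of MBNL1-His/biotin-(CUG)12 complex after 60 min at room temperature, with compounds at 92 nM to 58 uM final.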
BRCA1 expr up – qHTS Assay to Identify Small Molecule Activators of BRCA1 Expression; MCF7-BRCA1-FFLuc reporter, luminescence, 48 h; response scale: scaled: vehicle 0%, 10 µM genistein 100%; Potency, µM (top dose mostly 46.1 µM), for inactives: at the top dose activation, usual class: activators; actives 1.1% (n = 380,000); AID 624202, 2012; also: nearly all actives have a fitted effect of over 80% in size; some results filed as inactive show a strong effect at the top dose
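Cells: MCF7-BRCA1-FFLuc, 2000/well. Exposure: 48 h, 37 °C, 5% CO2. Read: luminescence, 15 min post-substrate. Controls: genistein 10 microM (maximal activation), DMSO (neutral).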
p53 reactivation – qHTS assay for re-activators of p53 using a Luc reporter; H1299 p53-A138V BP100-luciferase reporter, luminescence, 24 h; Potency, µM (doses to about 92.2 µM), for the others: at the top dose activity change, positive = activation, hits mostly activators; actives 0.063% (n = 320,000); AID 504706, 2011; also: % of control where 0% means no effect; nearly all actives have a fitted effect of over 45% in size
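H1299 (p53-null), stable ts p53-A138V + BP100-Luc; 1000 cells/well, Opti-MEM/10% FBS; cpd 4 pt, 1:5; 24 h, 37 deg C, 5% CO2; detection reagent 10 min RT; luminescence.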
FLuc counter – qHTS profiling assay for firefly luciferase inhibitor/activator using purifed enzyme and Km concentrations of substrates (counterscreen for miR-21 project); actives 6.9% (n = 360,000); Luciferin 4-monooxygenase (Photinus pyralis), P08659; purified FLuc, Km substrates, luminescence inhibition; Potency, µM (doses to about 57.5 µM), without a hit: at the highest dose activity change, negative = inhibition, actives largely listed as inhibitors;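 also: plate controls were vehicle for no effect and reference inhibitor for full effect; nearly all actives have a fitted effect of over 55% in size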
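Purified P. pyralis luciferase, 10 nM final, with Km-level 10 uM D-luciferin and 10 uM ATP in 50 mM Tris acetate pH 7.5, 10 mM Mg acetate, 0.01% Tween-20, 0.05% BSA; 6-point qHTS titration about 60 µM downward; luminescence read.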
CXXC DNA block – qHTS Fluorescence Polarization Assay for Inhibitors of MLL CXXC domain - DNA interaction; actives 0.037% (n = 290,000); AID 2662, 2010; MLL-CXXC / FITC-HOXA9 DNA fluorescence polarization; Potency, µM (series often up to 115 µM), without a hit: at the highest dose activity change, negative = inhibition, usual class: inhibitors; active = well fitted inhibition curve with a large enough effect in the polarisation, with a control signal flat, not every such curve was filed as active; inconclusive = small, poorly fitted or top-dose-only effect, or effect the other way, or a change in a side signal; inactive = no such curve, though single readings can be large or run the other way; the % refers to the polarisation
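Steps: dispense CXXC domain solution (7 uM) → pin compounds or unlabeled HOX-A9 DNA control → 5 min ambient → add FLSN-HOX-A9 solution (50 nM) → spin → 30 min ambient → fluorescence polarization. Tris pH 7.5/NaCl/DTT/BSA buffer.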
uPA surface inh – qHTS for Inhibitors of Cell Surface uPA Generation; Potency, µM (series often up to 38.3 µM), inactives show at the top dose activity change, negative = inhibition, actives largely listed as inhibitors; cell surface uPA generation assay, qHTS; actives 0.31% (n = 330,000); active = well fitted inhibition curve with a large enough effect; inconclusive = small, poorly fitted or top-dose-only effect; inactive = no such curve, though single readings can be large or run the other way; tested in mouse RAW 264.7 cells; also: % is scaled to controls: 0 for no effect and ±100 for the full control effect; nearly all actives have a fitted effect of over 55% in size
VP16 counter – VP16 counterscreen qHTS for inhibitors of ROR gamma transcriptional activity; AID 2546, 2010; actives 3.5% (n = 310,000); Potency, µM (highest dose often 53.6 µM), for inactives: at the top dose activity, negative = inhibition, most hits filed as inhibitors; Drosophila S2 Gal4-VP16 UAS-luciferase, luminescence, 20 h;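 also: Gal4-VP16 expression switched on by copper sulfate through the metallothionein promoter; % is scaled to controls: 0 for no effect and ±100 for the full control effect; nearly all actives have a fitted effect of over 50% in size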
Rab9 prom act – qHTS Assay for Rab9 Promoter Activators; Huh7 Rab9 promoter-luciferase reporter, luminescence, 24 h; Potency, µM (series often up to 9.22 µM), without a hit: top-dose activation, negative = inhibition, usual class: activators; actives 2.8% (n = 320,000); AID 485297, 2010; also: % of control where 0% means no effect; nearly all actives have a fitted effect of over 60% in size
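Rab9 promoter-driven luciferase in stably transfected Huh7 cells; 1500 cells/well rested 2 h, exposed to compound in DMSO for 24 h at 37 °C, 5% CO2. Luminescence read 10 min after adding luciferase reagent at ambient temperature.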
* = called active by the depositor; u = inconclusive; x = no result given; & = joins results of further samples; [ ] = another dose, or the depositor's remark. Unless noted, calls follow the shape of the dose curve; as a rule, active = well fitted curve in the direction sought with a large enough effect; inconclusive = small, poorly fitted or top-dose-only effect, or another doubt; inactive = no such curve, though single readings can be large; an effect the other way counts as inactive or inconclusive. Potency is read from the fitted curve at half-maximal effect. This is a subset. The share of hits here may be higher or lower than overall.

smiles,VP16 counter,FLuc counter,Rab9 prom act,p53 reactivation,BRCA1 expr up,MBNL1-CUG inh,uPA surface inh,CXXC DNA block,NPC1 promoter act,RORg inh,ELG1 genotox
CCC(OC(=O)c1nsc(Cl)c1Cl)C(=O)NC(C)(C)CC (stereo not drawn),6%,3%,-4%,-2%,-2%,3%,x,-1%,-1%,0%,-6%
CCC(C)(C)NC(=O)C(c1ccc(OC)cc1)N(C(=O)CCC(=O)Nc1cc(C)on1)c1ccc2c(c1)OCCO2 (stereo not drawn),10%,u,-8%,-4%,-6%,-1%,4%,-4%,-7%,23%,1%
CNC(=S)Nc1ccc(Nc2ccccc2)cc1,-2%,-1%,11%,20%,48%,-5%,x,10%,26%,11µM*,20%
Cn1c(=O)n(C)c2cc([N+](=O)[O-])c(N3CCN(C(=O)c4ccccc4)CC3)cc21,-4%,0%,0%,-4%,-54%,u,-12%,1%,-10%,-8%,-9%
O=C(NC1CCCCC1)c1ccc(S(=O)(=O)N2CCCCC2)cc1,3%,3%,-5%,-17%,-12%,-5%,-4%,3%,0%,13%,-7%
COc1ccc(S(=O)(=O)N2CCSCC2)cc1C(N)=O,-13%,1%,0%,-2%,3%,-1%,0%,2%,-4%,17%,0%
O=C1COc2ccccc2N1Cc1ccc(Cl)cc1,-16%,1%,-1%,x,-43%,0%,-1%,0%,2%,18%,7%
COc1ccccc1C1C2=C(CCCC2=O)N(CC(=O)O)C2=C1C(=O)CCC2,0%,-2%,6%,13%,-1%,19%,4%,2%,8%,1%,-4%
Cc1nnc(SCC(=O)Nc2nccs2)o1,1%,2%,1%,19%,-6%,-7%,5%,2%,0%,-11%,4%
O=C(NCC1COc2ccccc2O1)Nc1ccccc1F (stereo not drawn),21%,-4%,1%,u,16%,2%,8%,2%,8%,28%,7%
Cc1ccc2sc(NC(=O)c3ccc(N4C(=O)CCC4=O)cc3)nc2c1C,-29%,-18%,-11%,-7%,0%,277%[activator],7%,17%,0%,-12%,1%
Cn1c(-c2ccccc2)cc(=O)c2ccccc21,-6%,-19%,0%,-5%,18%,2%,-4%,0%,1%,-15%,2%
CCOc1ccc(/C(C)=N/N2C(=O)C(CC(=O)Nc3ccc(OC)cc3[N+](=O)[O-])SC2=Nc2cccc(C)c2C)cc1 (stereo not drawn),2%,1%,-9%,0%,12%,21%,2%,-2%,-5%,1%,-1%
CCNCc1cc(OCC)c(OCC(=O)NCCc2ccccc2)cc1Cl,-7%,-1%,-7%,1%,-5%,-6%,-4%,-2%,3%,14%,-3%
CCN(CC(=O)Nc1ccc(NC(C)=O)cc1)C(=O)Cc1ccc(Cl)c(Cl)c1,3%,-10%,1%,-7%,-4%,u,-1%,-11%,1%,16%,0%
CC(=O)NC1=NN(C(C)=O)C(C)(c2ccc3ccccc3c2)S1 (stereo not drawn),-28%,0%,-3%,-4%,-13%,x,4%,-10%,-5%,-12%[10 µM],-3%
CCOCCCNC(=O)C(Cc1ccccc1)NS(=O)(=O)c1cccc2nsnc12 (stereo not drawn),-10%,2%,1%,-3%,14%,u,9%,5%,-2%,0%,-2%
O=C(/C=C/c1ccc([N+](=O)[O-])s1)N1CCN(c2ccccc2)CC1,-1%,0%,-1%,11%,-75%,u,u,-28%,-12%,-17%,0%[9.26 µM]
CCC1=C2CC[C@H]3C(=O)N(c4ccccc4)C(=O)[C@H]3[C@H]2[C@@]2(C)C(=NCC3CC3)OC(=O)N2C1=O,-10%&-4%,0%,1%,1%,3%,-5%,-9%,0%,-1%,-17%&-10%,5%
O=c1[nH]c(CN2CCN(C/C=C/c3ccccc3)CC2)nc2ccccc12,-2%,6%,1%,6%,-31%,0%,x,-2%,-2%,14%,1%
O=[N+]([O-])c1ccccc1N/N=C\c1ccccc1F,8%,u,2.8µM*,u,u,x,0%,1%,u,9%,5.8µM*
C/C(=N/NC(=O)CNC(=O)c1ccco1)c1ccco1,-2%,-2%,8%,-1%,18%,6%,0%,-4%,2%,-7%,1%
COC(=O)Cn1ncc2c(C)n(Cc3ccccc3)c(C)c2c1=O,u,12µM*,u,7%,u,u,u,2%,u,u,21µM*
COc1cccc(-c2nn(C)c3sc(C(=O)NCc4ccc(C)cc4)cc23)c1,-2%,-3%,1%,-1%,-13%,7%,0%,19%,0%,-3%,1%
COc1ccc(-c2noc(CNC(=O)c3ccoc3C)n2)cc1,5%,4%,0%,0%,7%,-3%,4%,2%,-3%,22%,0%
COc1nc2cc(C)ccc2cc1-c1noc(-c2cccnc2)n1,-18%,2%,1%,3%,x,36%[activator],x,-8%,5%,-3%,0%
O=C1OCCN1C(=O)[C@H]1[C@H](c2ccccc2)C(c2ccc(F)cc2)=NN1c1ccc(Br)cc1,-5%[40.7 µM],x,x,-3%,-22%,x,1%,x,x,5%[40.7 µM],-3%
O=C(Nc1ccccc1)/C(=C/c1ccc2c(c1)OCO2)NC(=O)c1ccco1,-1%,1%,1%,4%,-7%,x,13%,3%,0%,-2%,-1%
CN(C(=O)COc1ccccc1)c1nnc(C23CC4CC(CC(C4)C2)C3)s1,11%,-7%,0%,-1%,-5%,-54%,-2%,9%,3%,-24%,-1%
CN(CC(=O)Nc1cccc2ccccc12)C(=O)c1cccc(S(=O)(=O)N(C)C)c1,-1%,-3%,1%,-3%,0%,16%,-2%,-8%,-9%,1%,-4%
CCCCC1S/C(=N/N=C/c2ccco2)NC1=O (stereo not drawn),2µM*,2%,-3%,9%,-5%,17%,1%,1%,1%,0.45µM*,1%
O=C(Nc1ccccc1Cl)c1ccc(COc2ccc3c(c2)CCC3)cc1,u,-14%,u,5%,-5%,-11%,2%,-3%,u,-27%,u
O=C(Cn1cncn1)N/N=C/c1ccccc1Cl,-3%,-8%,0%,-3%,-18%,1%,9%,1%,1%,-10%,1%
CCN(CC)CCCNC(=O)c1c(O)c2c([nH]c1=O)CCCC2,4%,3%,-8%,4%,-6%,-14%,5%,5%,-11%,-8%,1%
COc1ccc(N(CC(=O)NCCc2ccc(OC)c(OC)c2)S(=O)(=O)c2c(C)noc2C)cc1,2%,-1%,-3%,-5%,7%,-4%,-2%,9%,6%,-2%,-1%
COc1ccccc1NC(=O)CSc1c2c(nc3ccccc13)CCC2,-15%,-1%,-7%,22%,-32%,x,-4%,5%,3%,u,-5%
O=C(NCc1cnc2ccccn12)C1CCC(=O)N(Cc2ccccc2F)C1 (stereo not drawn),-14%,1%,-5%,-4%,-20%,-3%,0%,-1%,-5%,6%,-2%
CCCCOc1ccc(OCCNC(=O)c2ccco2)cc1,12%,u,21%,1%,25%,-6%,-1%,1%,-11%,20%,u
O=C1OCCC1Sc1nnc(-c2ccc(O)cc2)o1 (stereo not drawn),2%,u,-2%,-2%,-3%,-7%,11%,-11%,2%,15%,1%
OCC1OC(n2nc3ccccc3n2)C(O)C(O)C1O (stereo not drawn),-1%,8%,-4%,-5%,16%,5%,9%,0%,0%,5%,-5%
Cc1cccc(Cc2cnc(NC(=O)CN3C(=O)/C(=C/c4ccccc4)SC3=S)s2)c1,-12%,-3%,11%,5%,-47%,8%,0%,-3%,0%,4%,-1%
CCn1c(SCC(=O)c2c(N)n(C3CC3)c(=O)[nH]c2=O)nnc1-c1ccoc1C,x,2%,0%,-5%,3%,x,2%,x,-1%,x,-2%
CCC(C)NC(=O)c1c(N)n(/N=C/c2cccnc2)c2nc3ccccc3nc12 (stereo not drawn),-6%,-3%,2%,1%,4%,-5%,3%,5%,-2%,-20%[10 µM],-18%
CCN1CCN(C(=O)C2(NC(=O)Nc3ccccc3Cl)CCCCC2)CC1,-13%,6%,-2%,-7%,1%,11%,3%,14%,-6%,u,5%
